Screens deposited in PubChem by National Center for Advancing Translational Sciences (NCATS).
Pol iota inh: inhibitors of human DNA polymerase iota; Q9UNA4; Pol iota fluorescent replication assay, 10 min; Potency, µM (titrated, usually from 115 µM), for inactives: top-dose activity, negative = inhibition, hits mostly inhibitors; 390,000 compounds, 1% hits; AID 588590; note: potency is the fitted concentration of half-maximal effect
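Fluorescent replication assay read twice, at 0 min and 10 min after adding 50 nM (final) substrate. Enzyme (10 nM) and compounds were first incubated 15 min at room temperature; enzyme-free buffer wells were negative controls.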
Pol beta inh: DNA polymerase beta (human) inhibition. Pol beta primer extension/strand displacement, fluorescence kinetic. Potency, µM (top dose mostly 114 µM), for the others: at the top dose activity change, negative = inhibition, usual class: inhibitors. 340,000 compounds, 1.3% hits; note: potency is the fitted concentration of half-maximal effect; % is set by controls: 0 for no effect and ±100 for the full control effect
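Preincubation: enzyme (10 nM) with compound, 15 min, RT. Reaction: substrate added to 50 nM final. Reads: 0 and 10 min. Analysis: normalized, Hill fit.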
Apoferritin bind: binds horse apoferritin like a general anesthetic; P02791; apoferritin/1-aminoanthracene competitive binding, fluorescence; Potency, µM (titrated, usually from 77.5 µM), for inactives: at the highest dose activity change, negative = displacement, usual class: inhibitors; 350,000 compounds, 0.074% hits; note: potency is the fitted concentration of half-maximal effect; % is set by controls: 0 for no effect and ±100 for the full control effect; nearly all actives have a fitted effect of over 20% in size
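Horse-spleen apoferritin (10 uM) was mixed with 50% saturated 1-aminoanthracene in PBS, exposed to compounds for 10 min at room temperature, and read for fluorescence (ex 380 nm, em 535 nm). Competitive displacement was fitted with a four-parameter Hill equation.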
APEX1 inh: APE1 (human) endonuclease inhibition; AID 2517; recombinant APE1, TAMRA/BHQ-2 abasic DNA cleavage fluorescence; Potency, µM (doses to about 65.8 µM), for inactives: at the highest dose activity change, negative = inhibition, hits mostly inhibitors; 350,000 compounds, 0.35% hits; P27695;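 note: potency is the fitted concentration of half-maximal effect; plate controls were vehicle for no effect and reference inhibitor for full effect; nearly all actives have a fitted effect of over 55% in size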
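APE1 at 0.75 nM final was preincubated with compound 15 min at room temperature, then 50 nM double-stranded THF abasic-site substrate (5'-TAMRA/3'-BHQ-2) was added. Fluorescence (ex 525/em 598 nm) was read kinetically; third-minus-first read gave activity.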
ALOX12 inh: ALOX12 (human) lipoxygenase inhibition; purified 12hLO, xylenol orange hydroperoxide absorbance; 580,000 compounds, 1.1% hits; Potency, µM (top dose mostly 108 µM), for the others: at the top dose activity change, negative = inhibition, usual class: inhibitors; P18054; note: potency is the fitted concentration of half-maximal effect; % is set by controls: 0 for no effect and ±100 for the full control effect
Target sequence (P18054 whole entry, looked up): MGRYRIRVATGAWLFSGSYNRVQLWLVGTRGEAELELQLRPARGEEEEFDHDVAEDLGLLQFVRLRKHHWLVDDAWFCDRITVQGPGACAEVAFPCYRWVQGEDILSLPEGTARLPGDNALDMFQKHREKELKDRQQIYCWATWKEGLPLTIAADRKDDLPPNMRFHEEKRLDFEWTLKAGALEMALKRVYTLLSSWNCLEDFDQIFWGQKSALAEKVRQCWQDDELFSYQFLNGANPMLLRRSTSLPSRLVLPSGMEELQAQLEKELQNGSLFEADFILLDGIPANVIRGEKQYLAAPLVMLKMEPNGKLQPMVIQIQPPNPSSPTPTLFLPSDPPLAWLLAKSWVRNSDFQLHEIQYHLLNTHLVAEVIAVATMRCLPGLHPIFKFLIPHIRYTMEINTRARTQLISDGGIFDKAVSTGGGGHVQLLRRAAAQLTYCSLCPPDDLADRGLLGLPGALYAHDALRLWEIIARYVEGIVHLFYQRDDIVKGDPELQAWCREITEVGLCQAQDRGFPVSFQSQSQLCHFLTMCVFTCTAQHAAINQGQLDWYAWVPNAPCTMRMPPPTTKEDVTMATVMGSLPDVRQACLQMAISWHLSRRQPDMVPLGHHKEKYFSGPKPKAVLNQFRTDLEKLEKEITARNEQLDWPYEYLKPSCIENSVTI
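Hydroperoxide product was detected by ferrous iron/xylenol orange as the 573 to 405 nm absorbance ratio. Arachidonic acid at 40 uM (final) was turned over for 30 min at room temperature by 150 nM human 12hLO, pH 7.0 Hepes buffer, after 15 min compound preincubation.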
BLM helicase inh: inhibitors of human Bloom syndrome helicase BLM; recombinant BLM DNA unwinding, fluorescence dequenching; P54132; Potency, µM (highest dose often 56.1 µM), for the others: top-dose activity change, negative = inhibition, most hits filed as inhibitors; 350,000 compounds, 0.2% hits;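 note: potency is the fitted concentration of half-maximal effect; plate controls were vehicle for no effect and no enzyme for full effect; nearly all actives have a fitted effect of over 35% in size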
POLK inh: inhibitors of human DNA polymerase kappa; Q9UBT6; purified Pol kappa, fluorescent DNA synthesis assay, 10 min; Potency, µM (highest dose often 107 µM), for the others: at the top dose activity, negative = inhibition, actives largely listed as inhibitors; 400,000 compounds, 0.53% hits; AID 588579; note: potency is the fitted concentration of half-maximal effect; % is set by controls: 0 for no effect and ±100 for the full control effect
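Inhibition of 10 nM Pol kappa is measured by a fluorescent read-out at 0 and 10 min following addition of 50 nM substrate (final), with a 15-min room-temperature compound preincubation.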
ERG Ets-DNA blk: ERG Ets/DNA interaction inhibition | P11308 | fluorescence polarization, His-ERG Ets domain / labelled DNA | Potency, µM (top dose mostly 76.9 µM), for the others: at the top dose FP activity, negative = inhibition, actives largely listed as inhibitors | 370,000 compounds, 0.028% hits | AID 624246; active = well fitted inhibition curve with a large enough effect in the polarisation, with a control signal flat; inconclusive = small, poorly fitted or top-dose-only effect, or effect the other way, or a change in a side signal; inactive = no such curve, though single readings can be large or run the other way; the % refers to the polarisation;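 note: polarization taken with two DNA probes labelled with fluorescein and Texas red; potency is the fitted concentration of half-maximal effect; % of control where 0% means no effect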
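His-tagged ERG Ets domain (1 uM in the protein solution; 300mM KCl, 50mM Tris-HCl, 1mM EDTA, 1mM DTT, pH 7.5) received compound, then a probe mix of 5 nM fluorescein-DNA and 100nM Texas-615-DNA. Fluorescence polarization was read for both dyes.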
TRHR agonist: agonists of human TRH receptor; P34981; activation, % at 2 µM; 360,000 compounds, 0.18% hits; AID 493084; TRHR cells, calcium flux fluo-8, FDSS agonist mode; in the data active = activation above about 30%; note: 0% is about no effect
Target sequence (P34981 whole entry, looked up): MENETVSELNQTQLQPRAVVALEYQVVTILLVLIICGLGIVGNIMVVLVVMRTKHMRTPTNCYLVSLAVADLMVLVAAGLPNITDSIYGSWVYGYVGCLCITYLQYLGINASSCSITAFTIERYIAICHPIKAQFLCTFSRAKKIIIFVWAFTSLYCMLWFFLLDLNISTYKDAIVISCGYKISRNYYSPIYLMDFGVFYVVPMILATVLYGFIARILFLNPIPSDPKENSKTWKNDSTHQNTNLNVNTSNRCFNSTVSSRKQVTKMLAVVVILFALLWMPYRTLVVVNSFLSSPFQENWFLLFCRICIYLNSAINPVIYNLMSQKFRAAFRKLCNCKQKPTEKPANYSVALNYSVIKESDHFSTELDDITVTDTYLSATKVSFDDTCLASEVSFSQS
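In this calcium-flux screen, cells bearing human TRHR are dye-loaded with fluo-8, baselined for 10 cycles, then exposed to library compounds; positive kinetic calcium responses during the agonist phase mark hits, with TRH as control.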
* hit, by the source's call; u = inconclusive; x = not tested or not shown; & = joins results of further samples; [ ] = another dose, or the depositor's remark. Unless noted, calls come from the whole dose curve; as a rule, active = well fitted curve in the direction sought with a large enough effect; inconclusive = small, poorly fitted or top-dose-only effect, or another doubt; inactive = no such curve, though single readings can be large; an effect the other way counts as inactive or inconclusive.

cpd | Molecule | Pol iota inh | Pol beta inh | Apoferritin bind | APEX1 inh | ALOX12 inh | BLM helicase inh | POLK inh | ERG Ets-DNA blk | TRHR agonist
1 | NC(=O)c1sc2cc(C(F)(F)F)cnc2c1-c1ccccc1 | 17% | 10% | -3% | -3% | u | -2% | -1% | 11% | 0.6
2 | COC(=O)NC(NC(=S)Nc1cccc(C)c1)C(Cl)(Cl)Cl (stereo not given) | 116%[activator] | 4% | -7% | 0% | u | -5% | -5% | 3% | 0.1
3 | COC(=O)[C@@]1(Cc2ccc(F)cc2)[C@H]2c3cc(C(=O)N(C)C)n(Cc4c(CO)[nH]cc(C)c4=O)c3C[C@H]2CN1C(=O)c1ccccc1 | 33%[activator] | 23% | 10%&8% | 17%&-11% | -4% | 6%&-2% | -17% | 85%[activator] | 1.1
4 | CCc1ccc(-c2csc(-c3c[nH]c4ccccc34)n2)cc1 | 12% | -1% | -4% | 8% | -7% | -12% | -9% | 1% | -0.3
5 | CCOc1ccc(N(CC(=O)NCc2ccc(C)cc2)S(=O)(=O)c2c(C)[nH]c(=O)[nH]c2=O)cc1 | 9%&7% | -25%&22% | -6%&-9% | 51%[activator] | -12% | 0%&5% | 8%&1% | 9%&-2% | 0.1&0.1
6 | COc1ccc(OC)c(-n2c(=S)[nH]c3cc(C(=O)N4CCN(c5ccccc5)CC4)ccc3c2=O)c1 | 158%[activator] | 12% | u | u | -6% | -7% | 4% | 3% | 0.0
7 | CC(=O)N1CCN(c2ccc(NC(=O)c3ccccc3)cc2)CC1 | 200%[activator] | 23% | -4% | 33% | 16% | -6% | 5% | 2% | 0.0
8 | COc1ccc(/C=C/c2nc(-c3ccccc3O)n(-c3ccccc3)n2)cc1 | 14% | 1% | -14% | 2% | -5% | 0% | -16% | x | -0.2
9 | CCOc1ccc(S(=O)(=O)N(C)C2CCCCC2)cc1 | -4% | 32% | -2% | 40% | 5% | -7% | 1% | -2% | -0.7
10 | CCC(C)NC(=O)CC(c1ccccc1)c1cc(C)ccc1O (stereo not given) | 11% | -9% | -4% | 2% | -3% | -1% | 4% | -9% | -3.8
11 | Cc1ccc(S(=O)(=O)Nc2cccc(-c3cn4ccsc4n3)c2)cc1 | u | -2% | -1% | -2% | u | -7% | -11% | -5% | -0.3
12 | CCc1ccc(N2CC(C(=O)Nc3ccc(C)c(S(=O)(=O)N4CCOCC4)c3)CC2=O)cc1 (stereo not given) | 2% | -1% | u | -6% | -4% | -14% | -12% | -3% | 0.5
13 | CCOC(=O)C1CCN(C(=O)CSCCSCC(=O)N2CCC(C(=O)OCC)CC2)CC1 | -9% | 2% | -11% | -2% | -1% | -2% | -9% | 4% | 0.0
14 | Nc1nonc1C(=O)NCCNS(=O)(=O)c1ccc(Br)cc1 | 7% | 5% | -1% | 1% | 4% | 0% | -10%[60.1 µM] | x | 0.3
15 | Cc1cc(OCCN2CCCC2)ccc1C(C)C | 9% | -5% | 6% | -7% | -22% | 4% | -6% | -1% | 0.5
16 | CCCNCC1C(Oc2ccc(Cl)cc2Cl)C(=O)N1c1cccc(C)c1C (stereo not given) | -23% | 3% | 4% | -2% | -23% | -10% | -18% | -9% | 0.8
17 | CC(=O)c1ccc(N2CCN(S(=O)(=O)c3cc(-c4cc(C)no4)ccc3C(C)C)CC2)cc1 | -8% | -23% | -12% | -5% | -7% | -5% | -13% | 7% | 1.5
18 | Cc1c2c(nc3c(C(=O)NC4CC4)cnn13)CCCC2 | 16% | 12% | -13% | -3% | 1% | -2% | 0% | -17% | -0.5
19 | CCOC(=O)c1cc2c(=O)n3ccccc3nc2n(Cc2ccco2)c1=NC(=O)c1cccc(OC)c1 | 24% | -18% | 112%[activator] | -9% | -12% | u | -6% | 3% | 18
20 | Cc1nc(-c2ccc(S(=O)(=O)Nc3cccc(Cl)c3)cc2)co1 | 20% | 13% | -5% | -11% | u | -4% | 3% | 6% | -0.2
21 | CN(C)CCNC(=O)C1CCN(Cc2cc3ccccc3n2Cc2ccccc2)CC1 | 6% | 28% | -5% | x | -30% | -1% | -5%[60.1 µM] | 11% | 2.2
22 | CCOc1ccc(N(Cc2ccc(C(=O)O)cc2)S(=O)(=O)c2ccc(C)cc2)cc1 | 90%[activator] | -14% | -7% | 5% | -2% | -2% | -8% | -1% | 0.1
23 | Cc1cc(NC(=O)c2ccccc2)n(-c2nc3ccccc3[nH]2)n1 | 38%[activator] | 0% | 1% | -3% | -12% | -9% | -16% | 5% | 1.6
24 | CC(=O)Nc1ccc(NC(=O)CSc2nnc(-c3ccc4c(c3)OCO4)o2)cc1 | -14% | x | x | 1% | 24% | x | 17% | -15% | x
25 | CC(C)CCOCC(O)CCC(=O)NNC(=S)Nc1ccccc1 (stereo not given) | 11% | 1% | -5% | -2% | -2% | 2% | -15% | -2% | 0.1
26 | CC(=O)c1ccccc1OCC(O)CN1CCN(C(c2ccccc2)c2ccccc2)CC1 (stereo not given) | 4% | -25% | -7% | -3% | -1% | -1% | -12% | -2% | -1.1
27 | CCCCNc1oc(-c2ccc(OC)cc2)nc1S(=O)(=O)c1ccccc1 | u | 5% | -16% | 0% | u | 1% | -3% | 1% | -0.5
28 | CC(NC(=O)Cn1cnc([N+](=O)[O-])n1)c1ccccc1 (stereo not given) | u | 5% | -4% | 3% | -4% | -3% | -4% | -8% | x
29 | O=C(Cn1cnc2ccccc21)Nc1ccc(SC(F)F)cc1 | 3% | 17% | -22% | -5% | -18% | -7% | -10% | -5% | 0.3
30 | Cn1cccc1C(=O)N1CCC2(CCCN(C(=O)Nc3cccc(C#N)c3)C2)CC1 | x | x | x | -2% | -1%[57.4 µM] | 2% | -9%[60.1 µM] | x | x

Individual results from the entries so far.
In ALOX12 inh, COC(=O)[C@@]1(Cc2ccc(F)cc2)[C@H]2c3cc(C(=O)N(C)C)n(Cc4c(CO)[nH]cc(C)c4=O)c3C[C@H]2CN1C(=O)c1ccccc1 has -4%
In POLK inh, CC(=O)Nc1ccc(NC(=O)CSc2nnc(-c3ccc4c(c3)OCO4)o2)cc1 has 17%

6 compounds out of the list above, sorted by the value under BLM helicase inh, rising.
entry | Structure | Pol iota inh | Apoferritin bind | APEX1 inh | ALOX12 inh | BLM helicase inh | POLK inh | ERG Ets-DNA blk | TRHR agonist
12 | CCc1ccc(N2CC(C(=O)Nc3ccc(C)c(S(=O)(=O)N4CCOCC4)c3)CC2=O)cc1 (stereo not given) | 2% | u | -6% | -4% | -14% | -12% | -3% | 0.5
4 | CCc1ccc(-c2csc(-c3c[nH]c4ccccc34)n2)cc1 | 12% | -4% | 8% | -7% | -12% | -9% | 1% | -0.3
29 | O=C(Cn1cnc2ccccc21)Nc1ccc(SC(F)F)cc1 | 3% | -22% | -5% | -18% | -7% | -10% | -5% | 0.3
2 | COC(=O)NC(NC(=S)Nc1cccc(C)c1)C(Cl)(Cl)Cl (stereo not given) | 116%[activator] | -7% | 0% | u | -5% | -5% | 3% | 0.1
20 | Cc1nc(-c2ccc(S(=O)(=O)Nc3cccc(Cl)c3)cc2)co1 | 20% | -5% | -11% | u | -4% | 3% | 6% | -0.2
26 | CC(=O)c1ccccc1OCC(O)CN1CCN(C(c2ccccc2)c2ccccc2)CC1 (stereo not given) | 4% | -7% | -3% | -1% | -1% | -12% | -2% | -1.1

More results follow.
cpd | Molecule | Pol iota inh | Pol beta inh | Apoferritin bind | APEX1 inh | ALOX12 inh | BLM helicase inh | POLK inh | ERG Ets-DNA blk | TRHR agonist
31 | Cc1cccc(Cc2cnc(NC(=O)c3ccc4c(c3)CC(c3ccccc3)OC4=O)s2)c1 (stereo not given) | 5% | 1% | -3% | x | 7% | 1% | -4% | -1% | 0.1
32 | COC(=O)C1=C(C)NC(C)=C(C(=O)OC)C1c1ccc2ccccc2n1 | 6% | 1% | -10% | 1% | -21% | 1% | 4% | -2% | -1.1
33 | COc1cccc(NC(=O)CN(CCc2ccccc2)S(=O)(=O)c2ccc(Cl)cc2)c1 | -17% | 27% | 2% | x | u | -8% | -15% | -1% | 0.1
34 | CCCCN(CC)Cc1ccc(CNC(=O)Nc2ccc(OCC)cc2)o1 | 20% | -1% | -8% | 1% | -6% | 2% | -9% | -1% | -0.5
35 | CN(C)c1ccc(/C=N/NC(=O)CNC(=O)/C=C/c2ccccc2)cc1 | 30% | 29% | -12% | 14% | 91%[activator] | -9% | -6% | -11% | 14
36 | O=C(Nc1ccccc1C(F)(F)F)N1CC=C(c2c[nH]c3ccccc23)CC1 | u | 4% | 61%[activator] | x | -14% | -8% | -41% | -4% | -0.5
37 | O=C(/C=C/c1ccc2c(c1)OCO2)NC1CCCC1 | 22% | 22% | -8% | 18% | -21% | -4% | -20% | -10% | -0.4
38 | CCNC(=O)CCc1nc(-c2ccc(C)cc2)no1 | 59%[activator] | 19% | 1% | 3% | -17% | -2% | -11% | -9% | 0.2
39 | O=C1CC(C(=O)N(CC2CCCO2)C(C(=O)NC2CCCCC2)c2ccncc2)CS1 (stereo not given) | 27% | -1% | -2% | 4% | -18% | 0% | -5% | -12% | -0.3
40 | O=P(CCc1ccccc1)(c1ccccc1)c1ccccc1 | -14% | x | x | x | 6% | x | -18% | -8% | x
41 | Cc1cccc(OCC(=O)Nc2c(C(=O)N3CCN(c4ccccc4)CC3)oc3ccccc23)c1 | 30% | -7% | u | x | 4% | -2% | -12% | 4% | -0.3
42 | Cc1ccc(NC(=S)c2ccc(N(C)C)cc2)cc1 | 13% | -15% | -4% | 0% | -24% | -1% | 1% | -1% | 0.0
43 | O=S(=O)(NCc1ccncc1)c1ccc(S(=O)(=O)NCC2CCCO2)cc1 (stereo not given) | u | 14% | -14% | 0% | 2% | -3% | -4% | x | 0.0

Only part of the results is shown. The share of hits here may be higher or lower than overall.
